Cav32 inh: blocks human Cav3.2 T-type calcium channel. O95180. Cav3.2-expressing cells, Fluo-4 calcium fluorescence FDSS; stronger effect = lower value. B-score at 10 µM. 100,000 compounds, 4% hits. AID 449739;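 active = single-dose well whose peak fluorescence ratio is a statistical outlier from its plate by either plate-standardised score or position-corrected B-score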
Target sequence (O95180 whole entry, looked up): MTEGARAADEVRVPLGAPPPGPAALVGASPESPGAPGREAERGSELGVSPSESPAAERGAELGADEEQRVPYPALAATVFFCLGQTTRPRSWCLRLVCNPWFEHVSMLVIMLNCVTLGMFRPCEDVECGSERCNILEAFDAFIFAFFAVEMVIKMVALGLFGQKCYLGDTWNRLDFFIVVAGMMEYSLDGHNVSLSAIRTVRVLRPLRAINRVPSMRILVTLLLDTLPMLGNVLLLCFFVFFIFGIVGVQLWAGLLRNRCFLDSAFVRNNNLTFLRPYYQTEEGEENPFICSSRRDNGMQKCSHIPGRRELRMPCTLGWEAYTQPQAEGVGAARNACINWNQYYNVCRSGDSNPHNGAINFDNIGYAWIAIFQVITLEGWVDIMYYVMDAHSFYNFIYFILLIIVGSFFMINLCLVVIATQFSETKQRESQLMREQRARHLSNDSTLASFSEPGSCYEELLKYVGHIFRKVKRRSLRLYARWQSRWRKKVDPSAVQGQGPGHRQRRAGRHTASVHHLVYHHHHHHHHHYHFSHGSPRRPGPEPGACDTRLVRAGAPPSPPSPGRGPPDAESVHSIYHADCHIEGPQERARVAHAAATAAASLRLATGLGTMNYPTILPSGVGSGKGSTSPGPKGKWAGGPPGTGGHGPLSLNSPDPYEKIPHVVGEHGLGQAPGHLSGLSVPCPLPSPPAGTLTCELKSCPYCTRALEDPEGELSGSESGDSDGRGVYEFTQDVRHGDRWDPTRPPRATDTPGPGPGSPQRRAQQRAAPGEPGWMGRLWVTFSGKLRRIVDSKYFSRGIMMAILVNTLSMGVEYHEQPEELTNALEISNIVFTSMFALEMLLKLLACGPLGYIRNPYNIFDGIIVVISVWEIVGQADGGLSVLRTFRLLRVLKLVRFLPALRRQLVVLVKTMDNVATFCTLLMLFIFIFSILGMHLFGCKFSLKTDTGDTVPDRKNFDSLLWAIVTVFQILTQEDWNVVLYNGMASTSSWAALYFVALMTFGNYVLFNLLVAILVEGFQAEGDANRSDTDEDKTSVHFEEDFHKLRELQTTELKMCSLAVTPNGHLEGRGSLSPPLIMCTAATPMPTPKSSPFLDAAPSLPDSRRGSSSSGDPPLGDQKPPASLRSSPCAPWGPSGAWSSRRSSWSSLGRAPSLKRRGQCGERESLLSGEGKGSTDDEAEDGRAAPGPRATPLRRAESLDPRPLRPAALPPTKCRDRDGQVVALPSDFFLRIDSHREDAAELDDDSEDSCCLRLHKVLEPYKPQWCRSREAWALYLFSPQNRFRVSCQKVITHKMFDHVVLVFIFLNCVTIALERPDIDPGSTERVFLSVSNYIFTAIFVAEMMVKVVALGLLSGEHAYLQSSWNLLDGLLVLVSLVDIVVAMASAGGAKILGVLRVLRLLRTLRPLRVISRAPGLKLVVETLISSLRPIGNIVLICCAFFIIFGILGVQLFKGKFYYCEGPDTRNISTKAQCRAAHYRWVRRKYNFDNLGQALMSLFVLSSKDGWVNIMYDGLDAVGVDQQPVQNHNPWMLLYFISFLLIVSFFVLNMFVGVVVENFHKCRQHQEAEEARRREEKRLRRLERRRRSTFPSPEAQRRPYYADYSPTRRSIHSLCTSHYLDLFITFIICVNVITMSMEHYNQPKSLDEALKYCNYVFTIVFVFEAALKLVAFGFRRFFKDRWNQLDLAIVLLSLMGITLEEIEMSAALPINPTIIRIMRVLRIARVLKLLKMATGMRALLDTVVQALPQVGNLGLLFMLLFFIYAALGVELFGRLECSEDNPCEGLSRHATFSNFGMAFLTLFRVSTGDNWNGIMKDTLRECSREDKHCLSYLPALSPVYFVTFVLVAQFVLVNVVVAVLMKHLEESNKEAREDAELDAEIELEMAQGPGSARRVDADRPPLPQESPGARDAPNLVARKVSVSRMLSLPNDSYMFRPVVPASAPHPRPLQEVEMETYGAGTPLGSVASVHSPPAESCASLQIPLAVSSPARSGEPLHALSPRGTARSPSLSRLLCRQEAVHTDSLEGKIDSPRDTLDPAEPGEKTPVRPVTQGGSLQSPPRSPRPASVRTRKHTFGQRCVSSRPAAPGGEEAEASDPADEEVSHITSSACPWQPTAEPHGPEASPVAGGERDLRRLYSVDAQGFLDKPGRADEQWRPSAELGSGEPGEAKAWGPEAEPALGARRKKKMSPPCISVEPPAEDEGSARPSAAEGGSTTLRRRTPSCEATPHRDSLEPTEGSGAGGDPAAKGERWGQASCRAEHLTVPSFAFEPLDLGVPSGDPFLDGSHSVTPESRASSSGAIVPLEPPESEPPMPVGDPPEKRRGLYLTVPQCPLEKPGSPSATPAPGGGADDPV
* hit, by the source's call. A portion of the library (hit frequency here may not be typical).

SMILES	Cav32 inh
CCc1ccccc1NC(=S)NCc1ccc2c(c1)OCO2	0.035
CCOC(=O)C1CCCN(C(=O)c2cn(CC(C)C)c(=O)c3cc(OC)c(OC)cc23)C1 (stereo not given)	1.6
O=C(c1cn(-c2ccccc2)nc1-c1ccncc1)n1nnc2ccccc21	0.49
CCN1c2ccccc2-c2nc3ccccc3n2C1c1ccncc1 (stereo not given)	-0.82
CCn1cc(C2=NC(C)CO2)c2ccccc21 (stereo not given)	0.73
COCCNC(=O)Cn1cc2c(n1)CCCCC2	0.12
COc1ccc(S(=O)(=O)Cc2ccc(C(=O)N3CCN(c4cccc(C)c4)C(C)C3)o2)cc1 (stereo not given)	-2
CC1=C/C(=C/N(C)c2ccccc2)C(=O)S1	1.7
CCCn1c(SCC(=O)NC(=O)Nc2ccc(C)cc2C)n[nH]c1=O	0.094
O=S(=O)(/C=C/c1ccccc1)Nc1ccc2c(c1)OCO2	-7.4*
CSc1cccc(NC(=O)C(C)NS(=O)(=O)c2ccc(F)cc2)c1 (stereo not given)	-2
COc1ccc(OC)c(C2=NOC(C(=O)N3CCN(c4ccccc4)CC3)C2)c1 (stereo not given)	-0.32
O=C(NCc1ccccc1)c1ccc(Oc2ccc(C(=O)NCc3ccccc3)cc2)cc1	-1.1
CCOC(=O)c1ccc(NC(=O)Nc2ccc(OC)c(OC)c2)cc1	0.45
CCC(=O)Nc1ccc2oc(-c3cccc(C)c3)nc2c1	1.8
CC1(C)CC(C)(c2ccc(O)cc2O)N(c2cccc(Cl)c2)C(=S)N1 (stereo not given)	-2.4
O=C(NCC1CCCO1)C1CCC(N2C(=O)c3ccccc3C2=O)CC1 (stereo not given)	-0.54
COC(=O)c1ccc(CS(=O)(=O)c2ccc(C)cc2)cc1	0.17
Cc1c(C=O)c2ccccc2n1CC(=O)N1CCc2ccccc2C1	1.2
CC(C)CCNC(=O)C(c1ccco1)N(Cc1ccccc1)C(=O)c1snc(C(N)=O)c1N (stereo not given)	-1.6
Cc1ccccc1C(=O)NNC(=O)C1CCCN(c2ncccn2)C1 (stereo not given)	0.77
CCOC(=O)N1CCC(NC(=O)CCc2nc(-c3ccccc3F)no2)CC1	0.014
CCOC(=O)c1sc(NC(=O)CSc2nnc(C)s2)c(C(=O)OCC)c1C	-3.6
Cc1nnc(NC(=O)Cn2c(=O)sc3ccccc32)s1	0.66
Cn1c(SCC(N)=O)nnc1C1CCN(S(=O)(=O)c2ccccc2C(F)(F)F)CC1	0.29
Cc1nnc(N2C(=O)c3oc4ccccc4c(=O)c3C2c2ccco2)s1 (stereo not given)	0.74
O=[N+]1C2=C(CCCC2)N([O-])C12CCCC2	1.5
CCC(Sc1nnnn1C)C(=O)Nc1ccc(C(C)=O)cc1 (stereo not given)	0.11
Cc1cc(C)c2nc(N3CCC(C(=O)NCCCN4CCCCC4)CC3)sc2c1	0.11
C/C=C/c1ccc(OCCCCn2cncn2)c(OC)c1	0.35
COc1ccc(CCNC(=O)c2c(-c3ccccc3Cl)noc2C)cc1	-0.2
CCCN1CCN(C(=O)Cn2cccc2C(=O)c2ccccc2)CC1	1.2
NC(=O)c1ccccc1NC(=O)/C=C/c1c(Cl)cccc1Cl	-1.1
O=S(=O)(c1ccc(Oc2ccc(Br)cc2)cc1)N1CCOCC1	-1.6
Cc1ccc(NCc2ccccc2O)cc1	0.45
CCOc1ccc(NC(=O)Nc2cccs2)cc1	-0.11
Cn1c(SCC(=O)N2CCCC2)nnc1-c1ccc(S(=O)(=O)N2CCCC2)cc1	0.8
CCOC(=O)C1CCN(CC(O)COc2ccc(C(C)(C)C)cc2)CC1 (stereo not given)	-1.1
CCCCOC(=O)C1C2C=C[C@]3(CN(CCCOC)C(=O)[C@H]13)O2 (stereo not given in full)	0.89
CCC(=O)N1CCN(c2ccc(NC(=S)NC(=O)c3cccc([N+](=O)[O-])c3)cc2)CC1	0.6
CCN(CC)S(=O)(=O)c1ccc(S(=O)(=O)N2CCN(C(=O)c3ccco3)CC2)cc1	0.23
CC1CCCCN1C(=O)CSc1nc(-c2ccccc2)cc(=O)[nH]1 (stereo not given)	1.3
O=C(CCNS(=O)(=O)c1ccc(Cl)cc1)NCc1cccnc1	-0.043
Cn1c(SCc2ccccn2)nnc1-c1cnccn1	0.22
CCN(CC)CCCN1C(=O)C(O)=C(C(=O)c2ccco2)C1c1ccc(OC(C)C)cc1 (stereo not given)	0.017
O=C(NCCF)[C@H]1C[C@@H]1[C@H](NP(=O)(c1ccccc1)c1ccccc1)c1ccccc1	0.53
Cc1cccc(C(C)Nc2ccc([N+](=O)[O-])cn2)c1 (stereo not given)	-4.3*
O=C(COc1ccc(Cl)cc1Cl)N1CCCC1	-1.5
CCOC(=O)C1(c2nc(N)cs2)COC(=O)C1 (stereo not given)	0.0095
COC(=O)c1ccc(NC(=O)CN2CCN(c3cccc(Cl)c3)CC2)cc1	-4.6
CCc1nn(C(C)C(=O)NCCc2ccc(OC)c(OC)c2)c(=O)c2cc3occc3n12 (stereo not given)	2
O=C(c1cc(S(=O)(=O)N2CCOCC2)c(Cl)cc1Cl)N1CCCCC1	-0.14
CSc1nnc(Cc2cc(=O)[nH]c(=O)[nH]2)n1-c1cc(C)ccc1C	1.4
c1ccc2c(Cn3nnc4ccccc43)cccc2c1	-1.9
CC1Cc2ccccc2N1C(=O)CSc1nc2c(c(=O)n(C)c(=O)n2C)n1Cc1ccccc1 (stereo not given)	-3.1
Fc1ccc(CNc2nc3ccccc3n3nnnc23)cc1	-0.39
CCC(Cc1ccccc1)NC(=O)C1CCN(S(=O)(=O)c2c(C)noc2C)CC1 (stereo not given)	1.2
CCOC(=O)CN(C(=O)c1ccccc1)c1ccccc1C	0.59
CCOC(=O)CNC(=O)CSc1nnc(-c2ccccc2)n1Cc1ccco1	0.89
COC(=O)c1ccc(NC(=O)C23CC4CC(C2)CC(n2cnc(Cl)n2)(C4)C3)cc1	0.03

Arranged by molar mass (ascending): part of the list above
SMILES	Cav32 inh
Cc1cccc(C(C)Nc2ccc([N+](=O)[O-])cn2)c1 (stereo not given)	-4.3*
CCOC(=O)CNC(=O)CSc1nnc(-c2ccccc2)n1Cc1ccco1	0.89
COC(=O)c1ccc(NC(=O)C23CC4CC(C2)CC(n2cnc(Cl)n2)(C4)C3)cc1	0.03

More compounds follow.
SMILES	Cav32 inh
CCOC(=O)Cc1csc(NC(=O)CS(=O)(=O)Cc2ccccc2)n1	-0.35
C=CCOC(=O)C(C#N)c1nc2ccccc2nc1N1CCCC1 (stereo not given)	-2.1
CC1CC(C)(C)Nc2ccc(OC(=O)c3ccco3)cc21 (stereo not given)	0.32
CC1(C(=O)Nc2nnc(C(C)(C)C)s2)Cc2ccccc2C(=O)O1 (stereo not given)	0.051
CCn1c(CC(=O)Nc2cccc(OC)c2)nnc1SCC(=O)N1CCN(c2ccccc2)CC1	-0.12
CCCC1c2ccc(C)n2CCN1C(=O)Nc1ccc(F)cc1 (stereo not given)	-1.5
COC(=O)CCN(C(=O)c1ccc(OC(C)=O)cc1)c1ccccn1	-0.6
Cc1ccccc1NC(=S)NCCc1ccccn1	0.51
Cc1cccc(C)c1OCCSc1n[nH]c(N)n1	0.012
Clc1ccc(CSc2nncn2-c2ccccn2)cc1	0.83
O=C(OC(C(=O)NCC1CCCO1)c1ccccn1)c1cccs1 (stereo not given)	0.23
CCOc1ccc(S(=O)(=O)n2cc(-c3ccc(F)cc3)c(N)n2)cc1	-0.07
O=C(NCc1ccccn1)c1ccc(Br)s1	1.2
CC1CN(Cc2nc3c(c(=O)n(C)c(=O)n3C)n2Cc2ccccc2)CC(C)O1 (stereo not given)	0.013
COC(=O)c1c(-c2cccc(C)c2)csc1N	-2.5
CC(=O)Nc1cccc(-c2nnc(SCC(=O)n3c4c(c5ccccc53)CCCC4)n2C)c1	-0.6
CCn1c(SCC(=O)C(C)(C)C)nnc1-c1ccccc1OC	0.68
CCOCCCN1C(=O)C(O)=C(C(C)=O)C1c1cccs1 (stereo not given)	0.2
CC1SC(=NC(=O)C(C)N2C(=O)c3ccccc3C2=O)NC1=O (stereo not given)	1.4
COc1cc(S(=O)(=O)N2CCOCC2)ccc1NC(=O)COC(=O)c1ccccn1	-0.12
O=C(Nc1ccc2c(c1)OCO2)c1cnn2c1NC(c1ccco1)CC2C(F)(F)F (stereo not given)	-1.1
CCC(=O)Nc1ccc(-c2nnc(SCC(=O)N3CCCCC3)n2C)cc1	-0.73
Cc1cc(C(=O)COc2cccc3cccnc23)c(C)n1C	0.22
O=C(CCC1N=C2c3ccccc3N=C(SCc3ccc(Cl)cc3)N2C1=O)NCc1ccco1 (stereo not given)	-2.5
Cc1ccc(-c2nnn(CC(=O)N(Cc3cccs3)C(C(=O)NC3CCCCC3)c3ccco3)n2)o1 (stereo not given)	0.15
COc1ccc(N(Cc2cc3ccc(C)cc3[nH]c2=O)C(C)=O)cc1	0.47
COc1ccc(Nc2nc(C(C)(C)C)nc3c2nnn3Cc2ccccc2Cl)cc1OC	-1.1
CC(C)c1nnc(NC(=O)CSc2ncn[nH]2)s1	0.0062
COC(=O)C1=C(C)N(c2ccc(Cl)c(Cl)c2)C(=O)C1	1.2
Cc1ccc2cccc(NC(=O)c3ccc(Br)o3)c2n1	0.34
O=c1cc(-c2ccccc2)[nH]c2cc(Cl)ccc12	-1.2
CC(C)n1c(SCC(N)=O)nc2c1c(=O)n(C)c(=O)n2C	1.9
CCCN1C2CCCC1CC(NC(=O)Nc1ccc(C(C)C)cc1)C2 (stereo not given)	-4.9*
CCCCn1nc2cc(C(=O)NCC34CC5CC(CC(C5)C3)C4)ccc2c1OCC	-0.82
O=C(O)CNS(=O)(=O)c1ccc(F)cc1	-0.1
COc1cccc(C2CC(c3cccc(Br)c3)n3ncnc3N2)c1 (stereo not given)	-0.14
CC(C)=CC(=O)OCC(=O)Nc1ccccc1Cl	-0.012
O=C(CSc1nc2ccc(Cl)cc2o1)NCc1ccc2c(c1)OCO2	-2
Cc1ccc(C(=O)C(OC(=O)CNS(=O)(=O)c2ccccc2)c2ccccc2)cc1 (stereo not given)	-2.4
CCn1cc(C(=O)NCCCOC(C)C)c2cc(OC)c(OC)cc2c1=O	1.4
CN1CCN(C(=O)c2ccc3c(c2)NC(=O)C(C)(C)O3)CC1	-0.023
Cc1ccc(CS(=O)(=O)Cc2ccc(C(=O)NCCCN3CCOCC3)o2)cc1	0.33
O=C(O)CCc1ccc(NCc2cccc(Oc3ccccc3)c2)cc1	0.0055
CC(Oc1ccc(C(=O)NCCc2ccccc2)cc1)C(=O)O (stereo not given)	2.1
Cc1ccc2c(c1)c1nc3ccccc3nc1n2CCN1CCOCC1	-0.1

Quoted from the entries so far for reference:
SMILES	Cav32 inh
CC(C)c1nnc(NC(=O)CSc2ncn[nH]2)s1	0.0062
COC(=O)C1=C(C)N(c2ccc(Cl)c(Cl)c2)C(=O)C1	1.2
Cc1ccc2cccc(NC(=O)c3ccc(Br)o3)c2n1	0.34
O=c1cc(-c2ccccc2)[nH]c2cc(Cl)ccc12	-1.2
CC(C)n1c(SCC(N)=O)nc2c1c(=O)n(C)c(=O)n2C	1.9
CCCN1C2CCCC1CC(NC(=O)Nc1ccc(C(C)C)cc1)C2 (stereo not given)	-4.9*
CCCCn1nc2cc(C(=O)NCC34CC5CC(CC(C5)C3)C4)ccc2c1OCC	-0.82
O=C(O)CNS(=O)(=O)c1ccc(F)cc1	-0.1
COc1cccc(C2CC(c3cccc(Br)c3)n3ncnc3N2)c1 (stereo not given)	-0.14
CC(C)=CC(=O)OCC(=O)Nc1ccccc1Cl	-0.012
O=C(CSc1nc2ccc(Cl)cc2o1)NCc1ccc2c(c1)OCO2	-2
Cc1ccc(C(=O)C(OC(=O)CNS(=O)(=O)c2ccccc2)c2ccccc2)cc1 (stereo not given)	-2.4
CCn1cc(C(=O)NCCCOC(C)C)c2cc(OC)c(OC)cc2c1=O	1.4
CN1CCN(C(=O)c2ccc3c(c2)NC(=O)C(C)(C)O3)CC1	-0.023
Cc1ccc(CS(=O)(=O)Cc2ccc(C(=O)NCCCN3CCOCC3)o2)cc1	0.33
O=C(O)CCc1ccc(NCc2cccc(Oc3ccccc3)c2)cc1	0.0055
CC(Oc1ccc(C(=O)NCCc2ccccc2)cc1)C(=O)O (stereo not given)	2.1
Cc1ccc2c(c1)c1nc3ccccc3nc1n2CCN1CCOCC1	-0.1

(next part)
SMILES	Cav32 inh
Cc1cc(C)c([N+](=O)[O-])cc1-c1ccc(/C=N/c2c(-c3ccco3)nc3ccccn23)o1	-1.1
O=C(Cn1cnc2c(cnn2-c2ccc(Cl)cc2)c1=O)NCC1CCCO1 (stereo not given)	-0.99
CSc1nc(C)c2c(c1C#N)CCCC2	-0.96
CNC(=O)c1[nH]cnc1C(=O)Nc1ccc(C)cc1	-0.14
Cc1ccc(O)c(C(=O)c2cnn(-c3ccccc3)c2)c1	-0.99
O=C(C1CCN(c2nnc(-n3cccc3)s2)CC1)N1CCc2ccccc2C1	1.8
O=C(C1CC1)N1CCc2cc(S(=O)(=O)N3CCCc4ccccc43)ccc21	-0.68
CCOc1ccc(NC(=O)CS(=O)(=O)c2cn(CC)c3ccccc23)cc1	-0.092
CCOc1cc(/C=N/Nc2nc(N3CCCC3)nc(N3CCCC3)n2)ccc1O	-0.015
Cn1nc(-c2ccc(OCC(=O)Nc3ccccc3)cc2)c2ccccc2c1=O	-0.69
CCC(c1nnnn1C1CCCC1)N(Cc1cccs1)Cc1cc2cc(C)ccc2[nH]c1=O (stereo not given)	-1.1
Cc1cc(NC(=O)CN2C(=O)NC(C)(c3ccc(OC(F)F)cc3)C2=O)no1 (stereo not given)	0.66
COc1ccc(/C=C/C(=O)Nc2sc3c(c2C(=O)NCc2cccnc2)CCCC3)cc1	-0.041
CCOC(=O)CSc1nc2ccccc2c(=O)n1CCC(=O)NCCc1ccc(OC)c(OC)c1	-0.29
Cc1sc(NC(=S)NC(=O)c2cccs2)nc1-c1ccc(C(C)C)cc1	0.27
C=CCNC(=O)c1onc(CSc2ccccn2)c1C(=O)NCC=C	0.97
O=C(COc1ccc(N2CC(C(=O)O)CC2=O)cc1)Nc1cccc(C(F)(F)F)c1 (stereo not given)	1.4
COc1ccc(-n2c(SCC(=O)N3CCCCC3C)nnc2-c2cccnc2)cc1 (stereo not given)	1.4
Cn1c(Cn2c(=O)sc3ccccc32)nnc1SCC(=O)Nc1ccc(Cl)cc1	-1.2

Source: PubChem BioAssay
